# Source: PubChem BioAssay
# PAD4 inh = blocks human protein arginine deiminase 4; Q9UM07; AID 485272; inhibition, % at 6.36 µM; 0.41% of 330,000 active; recombinant PAD4, RCA probe fluorescence polarization;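 active = percent inhibition above a cutoff equal to the mean of all tested compounds plus 3 SD, cut at about 15% in these data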;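 also: 0% = PAD4 with RCA probe and DMSO and 100% = probe without PAD4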
# Fam108B counter = Fam108B inhibition, counter-screen for RBBP9 inhibitors | recombinant Fam108B, FP-Rh probe fluorescence polarization | inhibition, % at 9.51 µM | 0.33% of 300,000 active | AID 1947;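 active = inhibition above the screen mean inhibition plus 3 SD, computed separately per campaign, cut at about 18% in these data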;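 also: inhibitors lower polarization as less probe binds the enzyme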
# PME-1 primary = blocks human protein phosphatase methylesterase 1; Q9Y570; recombinant PME-1, FP-Rh probe fluorescence polarization; inhibition, % at 5.9 µM; 0.53% of 320,000 active;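 active = inhibition above the campaign mean of all compounds plus 3 SD, cut at about 26% in these data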;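 also: competitive labeling of PME-1 active site by serine hydrolase directed probe; 0% = PME-1 with DMSO and 100% = wells lacking PME-1 enzyme; inhibitors block probe labeling so polarization falls and inhibition rises; many of its hits are not listed in these tables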
# Target sequence (Q9Y570 whole entry, looked up): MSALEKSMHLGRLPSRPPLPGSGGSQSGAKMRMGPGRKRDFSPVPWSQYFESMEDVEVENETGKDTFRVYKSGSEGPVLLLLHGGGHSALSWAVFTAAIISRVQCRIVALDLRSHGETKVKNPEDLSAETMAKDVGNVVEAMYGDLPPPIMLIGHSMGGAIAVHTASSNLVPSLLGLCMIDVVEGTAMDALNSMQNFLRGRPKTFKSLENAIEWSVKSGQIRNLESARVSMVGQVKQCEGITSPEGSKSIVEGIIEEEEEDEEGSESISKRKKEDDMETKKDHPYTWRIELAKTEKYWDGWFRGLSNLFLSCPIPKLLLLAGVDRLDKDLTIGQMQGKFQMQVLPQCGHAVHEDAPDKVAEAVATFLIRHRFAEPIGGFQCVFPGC
# GSTO1 counter = blocks human GSTO1 in RBBP9 counter-screen. P78417. recombinant GSTO1, activity-based probe fluorescence polarization. inhibition, % at 5.96 µM. 1.1% of 300,000 active. AID 1974;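 active = inhibition above the campaign mean inhibition plus 3 SD, cut at about 35% in these data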;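 also: 0% = GSTO1-1 with DMSO and 100% = wells lacking GSTO1-1 enzyme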
# Target sequence (P78417 whole entry, looked up): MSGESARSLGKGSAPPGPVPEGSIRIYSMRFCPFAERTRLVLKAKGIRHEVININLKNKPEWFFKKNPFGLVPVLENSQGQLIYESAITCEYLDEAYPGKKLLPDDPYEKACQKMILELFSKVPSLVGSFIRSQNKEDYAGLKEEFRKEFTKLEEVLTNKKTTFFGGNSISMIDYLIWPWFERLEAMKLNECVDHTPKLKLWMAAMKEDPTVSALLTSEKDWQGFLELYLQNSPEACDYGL
# MEX-5 binding = C. elegans MEX-5 TCR-2 RNA binding activity. AID 1832. MEX-5/FITC-TCR2 RNA binding, fluorescence polarization; hits give low values. activity score (negative = inhibition of binding), % at 10 µM. 0.38% of 300,000 active;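 active = inhibition past about -25% in most replicates, and total fluorescence under double the plate's negative control median, limit read from the data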;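 also: 0% = DMSO and -100% = 5 µM competing unlabeled TCR2 RNA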
# GLD-1 TGE inh = GLD-1-TGE RNA interaction inhibition (C. elegans); Q17339; purified GLD-1 + fluorescein TGE RNA, fluorescence polarization; inhibition, % at 5.96 µM; 0.44% of 320,000 active;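 active = percent inhibition above a per-plate cutoff, the plate mean of test compounds plus 3 SD, cut at about 30% in these data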;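 also: 0% = DMSO wells with GLD-1 and probe and 100% = wells lacking GLD-1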
# Target sequence (Q17339 whole entry, looked up): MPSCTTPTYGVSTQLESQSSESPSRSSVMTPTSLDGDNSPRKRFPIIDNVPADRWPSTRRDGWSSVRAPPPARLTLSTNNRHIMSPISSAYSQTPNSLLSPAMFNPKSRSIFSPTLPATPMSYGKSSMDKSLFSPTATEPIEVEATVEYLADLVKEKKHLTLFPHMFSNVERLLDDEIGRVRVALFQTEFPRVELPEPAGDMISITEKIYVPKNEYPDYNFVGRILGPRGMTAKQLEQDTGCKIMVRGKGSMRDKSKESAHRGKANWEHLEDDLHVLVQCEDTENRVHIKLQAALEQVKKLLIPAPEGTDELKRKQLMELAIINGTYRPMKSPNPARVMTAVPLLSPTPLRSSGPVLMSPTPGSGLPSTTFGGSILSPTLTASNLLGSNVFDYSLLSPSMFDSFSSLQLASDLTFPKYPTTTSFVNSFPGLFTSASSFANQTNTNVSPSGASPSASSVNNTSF
# Bcl-xL primary = blocks human Bcl-xL binding to Bim BH3 peptide | 0.7% of 320,000 active | Q07817 | GST-Bcl-xL / FITC-Bim BH3 peptide fluorescence polarization | inhibition, % at 10.9 µM;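 active = inhibition above the mean of all tested compounds plus 3 SD, cutoff set per campaign, cut at about 30% in these data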;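 also: 0% = DMSO wells and 100% = unlabeled Bim-BH3 peptide competitor; inhibitors lower millipolarization by displacing the labeled peptide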
# MCL1-BIM inh = MCL1-BIM-BH3 interaction inhibition (human); 0.68% of 320,000 active; AID 2057; Q07820; inhibition, % at 10.9 µM; GST-MCL1 / FITC-Bim-BH3 fluorescence polarization;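 active = inhibition above the mean inhibition of all tested compounds plus 3 SD, set per campaign, cut at about 40% in these data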;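 also: 0% = DMSO wells and 100% = unlabeled Bim-BH3 peptide control; higher means more loss of mP so more displacement of Bim peptide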
# TPT1 inhibitor = inhibitors of Candida albicans tRNA 2'-phosphotransferase TPT1; 0.81% of 300,000 active; recombinant caTPT1, FP RNA substrate dephosphorylation; inhibition, % at 5 µM;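 active = inhibition above the mean of all tested compounds plus 3 SD, set per screening campaign, cut at about 24% in these data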;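 also: plate controls were DMSO alone for no effect and ferristatin control at 100 nM for full effect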
# Numbers without * were called inactive; nt = not tested or not shown.
SMILES,PAD4 inh,Fam108B counter,PME-1 primary,GSTO1 counter,MEX-5 binding,GLD-1 TGE inh,Bcl-xL primary,MCL1-BIM inh,TPT1 inhibitor
COC(=O)c1ccc(COC(=O)CNS(=O)(=O)c2ccccc2)cc1,2,-2,5,12,1.4,3,1,5,-6
O=C(CCl)NNc1cccc(Cl)n1,-3,3,1,51*,-11,2,3,3,-1
CC1CCN(C(=O)Cn2c3ccccc3c3nc4n(c(=O)c32)CCCS4)CC1,0,4,1,0,1.8,4,7,1,-1
CSc1ccccc1OCc1cc(C(=O)N2CCN(C3CCCC3)C(=O)C2)no1,1,8,6,-4,0.7,1,4,4,2
COC(=O)c1ccc(N/C(=N/S(=O)(=O)c2ccccc2)c2ccccc2)cc1,0,2,3,-6,nt,4,6,7,-2
CC(=O)C1=NOC2C(=O)N(c3ccccc3)C(=O)C12 (configuration not stated),-4,1,-3,2,-0.6,3,-2,6,0
CCOc1ccc(S(=O)(=O)N(C)c2ccc(OCC(=O)N3CCOCC3)cc2)cc1,-3,10,-1,-8,-0.9,-3,3,9,-2
O=C(CSc1nnc(-c2n[nH]c3ccccc23)n1-c1ccccc1)Nc1cccc(Cl)c1,-8,-17,-19,-11,1.8,4,-3,-3,0
COc1ccc(Br)cc1/C=C(\C(=O)O)c1ccc(S(=O)(=O)N2CCCCC2)s1,-5,nt,-4,nt,nt,6,-1,2,nt
O=C(NCc1ccco1)c1ccc2c(c1)S(=O)(=O)c1ccccc1C2=O,6,2,1,3,-0.7,2,-3,-4,-1
O=C(Nc1cccc(Cl)c1)N1CCC(CO)(CCOc2ccccc2)CC1,-2,4,-6,3,0.0,9,1,11,0
Cc1cnc(NC(=O)Cc2cccs2)s1,1,-2,3,2,1.7,-6,0,-1,3
Cc1csc(NC(=O)C2CCCO2)n1 (configuration not stated),-2,2,0,3,-0.3,9,4,4,0
Cc1ccc(S(=O)(=O)N/N=C\c2ccc([N+](=O)[O-])o2)cc1,-4,5,-4,6,0.9,-1,8,8,-2
O=C1CN(c2nnnn2-c2ccccc2)CCN1,-3,-5,-3,6,nt,-2,1,-4,1
CCOC(=O)c1sc(N)c(C#N)c1COC(=O)CNC(=O)c1cc(OC)c(OC)c(OC)c1,-3,-3,3,6,3.5,-63,-55,-99,79*
COCCN1C(=O)c2oc3cc(C)c(C)cc3c(=O)c2C1c1cccc(O)c1 (configuration not stated),-7,-3,3,2,0.6,13,3,3,2
CCCc1nc2oc(C(=O)c3ccccc3)c(N)c2c2c1COC(C)(C)C2,-5,1,6,-3,-0.8,7,0,2,1
CCCC(=O)Nc1ccc(C=C(C(C)=O)C(C)=O)cc1,-1,-2,1,7,0.9,0,-1,4,0
CCc1nc(SCC(=O)Nc2ccc(F)cc2)c2c(=O)n(C)c(=O)n(C)c2n1,-8,2,2,-5,-0.6,0,1,4,1
O=C(NCc1ccccc1Cl)c1cccc(OC2CCN(C(=O)C3CC3)CC2)c1,-3,-3,-4,1,-2.8,2,5,4,-3
COC(=O)C1=CN(Cc2cccs2)C=C(C(=O)OC)C1c1cccc(Cl)c1,-4,-3,-3,5,nt,7,5,5,-2
O=C(/C=C/c1cccc([N+](=O)[O-])c1)N1CCN(S(=O)(=O)c2cccs2)CC1,-3,1,7,-11,2.7,-7,3,0,-3
O=C(CS(=O)(=O)Cc1ccccc1)Nc1ccc(Br)cc1F,0,4,2,1,-2.9,1,5,3,7
O=C(CCc1nnc(C2CCCCC2)o1)N1CCN(C2CCCCC2)CC1,7,7,8,2,-2.3,5,3,3,-5

# Just GLD-1 TGE inh and GSTO1 counter, for some of the entries so far:
canonical_smiles	GLD-1 TGE inh	GSTO1 counter
CC(=O)C1=NOC2C(=O)N(c3ccccc3)C(=O)C12 (configuration not stated)	3	2
O=C(CSc1nnc(-c2n[nH]c3ccccc23)n1-c1ccccc1)Nc1cccc(Cl)c1	4	-11

# Next part
SMILES,PAD4 inh,Fam108B counter,PME-1 primary,GSTO1 counter,MEX-5 binding,GLD-1 TGE inh,Bcl-xL primary,MCL1-BIM inh,TPT1 inhibitor
COc1ccc(/C=N/NC(=O)c2ccc3ccccc3c2)cc1OS(=O)(=O)c1ccc(NC(C)=O)cc1,-8,-10,-42,-125,-0.1,3,3,6,-4
O=C(Oc1ccc2c(=O)c(Cl)coc2c1)c1cccnc1,-2,-2,-3,15,0.6,3,-9,-3,-1
C/C=C/C(=O)Nc1cccc(C2=NOC3(C2)C[C@@H](C(N)=O)N(C(=O)c2cc([N+](=O)[O-])cc([N+](=O)[O-])c2)C3)c1 (some centres not stated),-4,8,3,6,1.3,-1,-1,1,2
O=C(CSc1nnc(-c2ccccc2)n1-c1ccccc1)c1ccc[nH]1,-3,-1,-1,1,-1.0,5,-1,3,0
C=CCn1c(SCc2nc3ccccc3nc2C)nnc1-c1ccoc1C,6,-2,6,3,-1.9,-1,2,-2,5
O=C(COc1ccc(Cl)cc1Cl)NC(=S)Nc1ccccc1C(=O)O,-3,0,1,2,-2.1,4,14,14,-4
CCOC(=O)c1nc(Nc2ccc(C(C)=O)cc2)c2ccccc2n1,-8,-2,-5,-11,-0.1,1,9,8,-3
Cc1ccc(-c2ccc(/C=C/C(=O)c3ccccc3)o2)cc1,-12,-3,1,-5,-6.5,-11,-2,-11,48*
OCC[C@H]1C[C@H](O)[C@@H](O)[C@]2(Cc3ccccc3CCO2)O1,-1,5,-3,10,nt,0,4,9,-2
Cc1ccc(S(=O)(=O)N(CC(O)CN2CCOCC2)c2cc(Cl)ccc2Cl)cc1 (configuration not stated),-8,-5,1,6,-0.7,-1,3,1,-2
CCn1nc(C(=O)Nc2ccccc2C)c(Cl)c1Cl,-2,3,5,5,2.9,-6,-2,-2,-4
Cn1c(SCCN2CCOCC2)nc2sc3c(c2c1=O)CCCC3,1,2,0,7,0.8,3,3,0,-3
O=C1OC(C(=O)Nc2ccccc2)Cc2ccccc21 (configuration not stated),-7,6,-1,-2,nt,10,2,5,4
CC1=NN(c2ccccc2)C(=O)C1N=Nc1cccc(O)c1 (configuration not stated),-6,8,28*,-1,0.6,2,3,7,-1
COc1ccc(CCC(=O)Nc2ncc(C)s2)cc1,-3,1,-1,0,0.1,-6,1,-4,-2
O=C(NCc1ccccn1)C12CC3CC(CC(C3)C1)C2,-1,2,1,8,-2.0,5,-8,-5,1
S=c1[nH]ccn1Cc1ccccc1,-1,1,0,-1,1.5,5,-33,-15,4
O=C(OCCCCN1C(=O)c2ccccc2C1=O)c1n[nH]c2ccccc12,-2,0,-3,-3,1.8,4,2,3,0
C/C(Cn1nnc([N+](=O)[O-])n1)=N\NC(=O)c1cccc(Cl)c1,-3,-5,-7,5,0.9,5,1,1,-1
O=C(CSc1nnc(NC(=O)c2c(F)cccc2F)s1)NC1CC1,0,4,-1,0,-3.2,1,-1,-1,3
N#C/C(=C\c1ccc(-c2nc3ccccc3s2)o1)C(N)=O,-5,-2,13,7,-8.4,-3,19,18,2
CCn1nc(NS(=O)(=O)c2ccccc2)c2cc3cccc(C)c3nc21,5,0,2,-5,-0.8,-5,7,4,0
COc1ccc(CCN(C)CCCC(C#N)(c2cc(OC)c(OC)c(OC)c2)C(C)C)cc1OC (configuration not stated),2,-4,-7,4,3.8,2,-1,-4,-2
S=C(Nc1ccc2[nH]ccc2c1)NC1CCCCC1,0,2,0,-2,1.9,1,-4,3,1
Cc1ccc(CCNS(=O)(=O)c2ccc(C)cc2)cc1,1,0,-2,15,2.3,7,6,2,-1

# The results go on.
SMILES,PAD4 inh,Fam108B counter,PME-1 primary,GSTO1 counter,MEX-5 binding,GLD-1 TGE inh,Bcl-xL primary,MCL1-BIM inh,TPT1 inhibitor
Cc1nc2c(-c3ccccc3)c(C)nn2c(C)c1CCC(=O)N1CCOCC1,0,-1,-1,3,-2.1,5,2,7,-1
Cc1nc2sc(C#N)c(N)c2c2c1CCCC2,-11,1,15,-12,-0.6,-3,2,-12,4
Nc1ccc2nn(-c3ccc(F)cc3)nc2c1,-4,2,-3,43*,0.4,5,-4,1,0
CC(=O)c1cccc(NC(=S)NC(=O)c2cccc(C)c2)c1,-1,-1,-4,-3,1.7,4,4,6,0
O=C1c2oc3ccc(Br)cc3c(=O)c2C(c2cccc(F)c2)N1CCO (configuration not stated),-5,-7,4,11,0.2,-5,0,1,-1
COc1cc2c(cc1OC)CN(Cc1ccc(C)s1)CC2,1,4,0,5,-0.8,-6,3,1,1
CCCC(=O)N1CCN(c2ccc(NC(=O)c3cccs3)cc2Cl)CC1,-3,2,4,-4,-1.8,2,6,7,0
O=C(c1ccco1)N1CCN(C(c2ccccc2)c2nnnn2C2CCCC2)CC1 (configuration not stated),-1,3,-6,-1,1.4,3,6,9,-6
Cc1ccc(N2CC(C(=O)N3CCN(Cc4ccc5c(c4)OCO5)CC3)CC2=O)cc1 (configuration not stated),-2,3,5,0,1.5,3,4,7,-3
Cn1c2ccccc2c2nn(-c3ccccc3)c(=O)cc21,3,0,2,2,1.4,3,2,3,-5
CC(C)OCCCN1C(=O)c2[nH]nc(-c3ccccc3O)c2C1c1cccc(Cl)c1 (configuration not stated),-4,-4,-3,3,0.8,12,-1,2,-1
COc1ccc(N2CCN(C(=O)CSc3nnc(NC(=O)C4CCC4)s3)CC2)cc1,-3,3,-6,-4,1.0,3,7,4,0
Cc1ccccc1NC(=O)CSc1n[nH]c(-c2ccccn2)n1,-5,-4,2,-2,2.5,7,4,6,-1
CC(=O)c1ccc(NC(=O)c2cc(-c3cccs3)on2)cc1,-1,1,1,1,0.7,-2,2,0,1
CCOc1ccc(C(=O)NC(C)C2COc3ccccc3O2)cc1 (configuration not stated),-2,-2,-7,3,0.6,-1,5,6,-4
CC(=O)N1CCN(c2ccc(NS(=O)(=O)c3ccc(C)cc3)cc2)CC1,24*,3,2,6,-0.4,-6,3,7,-3
Cc1ccc(-c2nc(CS(=O)(=O)CC(=O)NCc3ccc4c(c3)OCO4)c(C)o2)cc1,0,-1,-6,6,0.7,3,4,4,-3
O=C(OCc1cccc(C(F)(F)F)c1)c1ccc[nH]c1=O,0,1,2,-2,-5.7,2,3,-1,-2
N#CCCn1cc(C(=O)N2CCCCC2)c(-c2ccc([N+](=O)[O-])cc2)n1,0,-2,-8,5,0.9,4,-2,7,-3
CN=c1scc(-c2ccc(Cl)cc2)n1C,2,-2,7,1,1.3,3,14,5,1
NC(=O)c1ccccc1NC(=O)Nc1cccc(Cl)c1Cl,5,-2,-4,-1,2.4,7,3,1,-4
O=C(NCc1nnc(SCC(=O)N2CCCCCC2)o1)c1ccco1,-1,-2,-6,-4,2.1,6,-3,-4,-9
Cc1ccc2c(c1)N(C(=O)CCC(=O)NCc1ccccc1)CC(C)O2 (configuration not stated),-1,4,4,3,-1.4,-6,-5,-4,0
COC(=O)[C@@]12CCCN1[C@H](c1ccc(-c3ccccc3)cc1)[C@H]1C(=O)N(C)C(=O)[C@H]12,-4,-1,-5,6,0.6,-4,10,8,3
COc1ccc(S(=O)(=O)Nc2ccccc2C(=O)OC2CCCN(C)C2)cc1OC (configuration not stated),1,0,3,-5,-0.4,0,2,-5,1
O=C(COc1coc(CN2CCN(c3ccc(F)cc3)CC2)cc1=O)Nc1ccccc1,6,10,-5,-7,-0.1,0,4,1,0
CN1CCN(Cc2c(C#N)c3ccccc3n2C)CC1,-4,8,8,-4,-0.4,-7,3,1,-4
CCOC(=O)c1c(NC(=O)CSc2nnc(-c3c[nH]c4ccccc34)n2C)sc2c1CCCC2,-2,2,0,3,3.4,5,-1,1,1
CCOC(=O)c1cc2c(C)n(-c3ccc(OCC)cc3)c(C)c2ccc1=O,-3,-1,-1,2,-2.4,-4,9,9,0

# Only part of the results is shown, so the mix of outcomes need not match the whole.
